Assay outcomes deposited in PubChem by National Center for Advancing Translational Sciences (NCATS).
Epigenetic derep = derepresses silenced GFP reporter in murine cells. murine LDR cells, GFP reporter derepression, 30 h. Potency, µM (series often up to 53.9 µM), for inactives: at the highest dose GFP activation, hits mostly activators. 280,000 compounds, 0.2% hits; note: potency is the fitted concentration of half-maximal effect; % of control where 0% means no effect; nearly all actives have a fitted effect of over 60% in size
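Murine LDR cells bearing a silenced CMV-driven GFP reporter were exposed to compound for 30 h at 37 C. After PBS washes, GFP-positive cells (20-120 um objects) counted by laser-scanning microplate cytometry.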
NPSR antagonist = blocks cAMP signaling of the human neuropeptide S receptor; Q6W5P4; CHO-NPSR cells, cAMP TR-FRET, antagonist mode; Potency, µM (highest dose often 38.3 µM), for the others: at the highest dose activity change, negative = inhibition, most hits filed as inhibitors; 220,000 compounds, 1% hits; note: potency is the fitted concentration of half-maximal effect; % is set by controls: 0 for no effect and ±100 for the full control effect; nearly all actives have a fitted effect of over 50% in size; many of its hits are not listed in these tables
L3MBTL1 block = blocks human L3MBTL1; 230,000 compounds, 0.66% hits; AlphaScreen L3MBTL1–H3K9me1 peptide binding; Potency, µM (series often up to 57.1 µM), without a hit: at the highest dose activity, negative = inhibition, actives largely listed as inhibitors; Q9Y468; note: potency is the fitted concentration of half-maximal effect; % is set by controls: 0 for no effect and ±100 for the full control effect; nearly all actives have a fitted effect of over 60% in size
Target sequence (Q9Y468 whole entry, looked up): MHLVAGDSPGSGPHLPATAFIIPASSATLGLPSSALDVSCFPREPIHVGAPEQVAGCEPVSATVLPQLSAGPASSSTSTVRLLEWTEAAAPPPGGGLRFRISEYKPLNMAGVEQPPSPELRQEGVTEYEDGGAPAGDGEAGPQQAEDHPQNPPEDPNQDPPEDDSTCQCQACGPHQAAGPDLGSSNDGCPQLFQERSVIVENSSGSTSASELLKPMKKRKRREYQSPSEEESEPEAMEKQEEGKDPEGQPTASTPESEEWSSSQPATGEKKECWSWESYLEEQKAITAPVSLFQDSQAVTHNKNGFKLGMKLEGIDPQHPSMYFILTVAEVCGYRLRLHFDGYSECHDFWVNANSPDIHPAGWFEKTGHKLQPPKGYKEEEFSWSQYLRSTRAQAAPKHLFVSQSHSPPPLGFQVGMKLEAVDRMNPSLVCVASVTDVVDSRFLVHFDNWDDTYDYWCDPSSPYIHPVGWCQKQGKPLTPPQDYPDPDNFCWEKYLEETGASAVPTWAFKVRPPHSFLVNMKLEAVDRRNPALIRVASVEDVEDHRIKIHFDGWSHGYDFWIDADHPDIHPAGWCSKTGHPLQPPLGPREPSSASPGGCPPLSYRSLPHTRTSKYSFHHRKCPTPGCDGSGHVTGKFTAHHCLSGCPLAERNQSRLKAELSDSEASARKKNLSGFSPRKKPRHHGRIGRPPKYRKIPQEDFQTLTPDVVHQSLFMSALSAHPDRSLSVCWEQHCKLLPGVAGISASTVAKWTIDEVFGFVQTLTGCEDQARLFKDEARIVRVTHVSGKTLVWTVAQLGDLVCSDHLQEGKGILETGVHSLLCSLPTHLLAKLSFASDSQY
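L3MBTL1 50 nM + b-AHA-H3(1-15)K9me1 75 nM, 30 min RT; compound added, 30 min RT; streptavidin donor/Ni-chelate acceptor beads 10 ug/mL each final, 30 min RT dark; AlphaScreen read.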
Luc counter = counter-screen: inhibitors of Kinase-Glo firefly luciferase; Q27757; Kinase-Glo luciferase, ATP luminescence, 8 min; Potency, µM (highest dose often 38.3 µM), for the others: at the highest dose activity change, negative = inhibition, actives largely listed as inhibitors; 200,000 compounds, 0.28% hits; AID 1379; note: potency is the fitted concentration of half-maximal effect; % is set by controls: 0 for no effect and ±100 for the full control effect; nearly all actives have a fitted effect of over 60% in size
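Kinase-Glo luciferase light output from ATP and luciferin was measured with 10 uM ATP, within the enzyme's linear range. Buffer: 50 mM imidazole pH 7.2, 50 mM KCl, 7 mM MgCl2, 0.01% Tween 20, 0.05% BSA; luminescence read after 8 min at ambient temperature.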
HttQ103 aggreg = mutant huntingtin aggregation inhibition | PC12 HttQ103-GFP aggregates, Acumen cytometry, 40 h | Potency, µM (series often up to 46.1 µM), inactives show at the highest dose activity change, negative = inhibition, hits mostly inhibitors | 220,000 compounds, 1.1% hits; note: potency is the fitted concentration of half-maximal effect; % is set by controls: 0 for no effect and ±100 for the full control effect; nearly all actives have a fitted effect of over 60% in size
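PC12 cells stably carrying ecdysone-inducible HTT exon 1 Q103–GFP were induced with tebufenozide (100 nM final) and treated with library compounds in titration. GFP aggregates in lysates were counted by laser scanning cytometry.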
CBFb-RUNX1 inh = inhibitors of human CBF-beta and RUNX1 interaction; Q01196+Q13951; AlphaScreen CBFb-His/RUNX1-biotin binding, biochemical; Potency, µM (titrated, usually from 59.8 µM), without a hit: at the highest dose activity, negative = inhibition, actives largely listed as inhibitors; 230,000 tested, under 10 active; note: % of control where 0% means no effect
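His-tagged CBF-beta and biotinylated RUNX1 (30 nM each) were premixed 20 min at room temperature, exposed to compound for 15 min, then given nickel-chelate and streptavidin AlphaScreen beads (50 ng each). After 90 min, AlphaScreen signal was read.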
IMPase Li inh = membrane-permeable IMPase blocker, potentiated with lithium | CHO-M1 cells, IP1 TR-FRET (IP-One), carbachol + lithium | Potency, µM (top dose mostly 59.4 µM), for inactives: at the highest dose activity, negative = IMPase inhibition, actives largely listed as inhibitors | 210,000 compounds, 0.35% hits | AID 1457;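 note: IP1 builds up when IMPase is blocked and the TR-FRET signal falls; potency is the fitted concentration of half-maximal effect; plate controls were basal vehicle for no effect and high inhibitor control for full effect; nearly all actives have a fitted effect of over 50% in size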
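CHO cells stably expressing M1 receptor (2000/well, cultured 16–30 h) treated 30 min at 37C with compound plus low lithium. Cytosolic IP1 by TR-FRET (665/620 ratio and 620 channel) after 10 min lysis; AC50 by Hill fit.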
An asterisk follows results filed as active; u = inconclusive; x = not tested or not shown; & = joins results of further samples; [ ] = dose if it differs, or a comment. Calls come from the whole dose curve; as a rule, active = well fitted curve in the direction sought with a large enough effect; inconclusive = small, poorly fitted or top-dose-only effect, or another doubt; inactive = no such curve, though single readings can be large; an effect the other way counts as inactive or inconclusive. The list is partial (hit frequency here may not be typical).

Codes – A = Epigenetic derep; B = NPSR antagonist; C = L3MBTL1 block; D = Luc counter; E = HttQ103 aggreg; F = CBFb-RUNX1 inh; G = IMPase Li inh
O=C1CC(Nc2ccc(N3CCOCC3)cc2)C(=O)N1c1ccccc1 (stereo unspecified)
  A = -1.0%; B = -14%[46.1 µM]; C = x; D = -2%; E = -2%; F = -7%; G = 33%[38.3 µM]
CCc1nnc(NC(=O)C2CCC2)s1
  A = -1.1%; B = -5%[46.1 µM]; C = 0%; D = -1%; E = -5%; F = 13%; G = 16%[38.3 µM]
CC(NC(=O)CSc1cccc(C(F)(F)F)c1)c1ccccc1 (stereo unspecified)
  A = -2.5%; B = 0%; C = 44%[activator]; D = 4%; E = -3%; F = 0%; G = -8%
CCOC(=O)/C=c1\s/c(=C\c2c(OC)ccc3ccccc23)c(=O)n1CC(=O)NCC1CCCO1 (stereo unspecified)
  A = u; B = 14%[46.1 µM]; C = x; D = -4%; E = -3%; F = -17%; G = 8%[38.3 µM]
Cc1ccc([N+](=O)[O-])cc1S(=O)(=O)N(C(=O)c1ccncc1)c1ccc2oc3c(c2c1)CCCC3
  A = 1.9%; B = -23%; C = -11%; D = -3%; E = 18µM*; F = -1%; G = -4%
O=C(O)COc1ccc(Br)cc1CP(=O)(c1ccccc1)c1ccccc1
  A = 1.1%; B = 6%[7.67 µM]; C = -10%; D = x; E = 20%[9.22 µM]; F = 3%; G = x
O=C(NNc1cccc(Cl)n1)C1CC1
  A = -2.3%; B = 11%; C = 8%; D = 1%; E = 15%; F = 7%; G = 4%
COc1ccc(C)cc1-n1nnnc1SCn1nnc2ccccc2c1=O
  A = -0.9%; B = -14%[46.1 µM]; C = 6%; D = 0%; E = u; F = -2%; G = 4%[38.3 µM]
CCn1c2c(c3cc(OCC(C)C)ccc31)CCCC2=O
  A = -4.1%; B = -15%[46.1 µM]; C = 71%[activator]; D = -4%; E = 4%; F = 7%; G = 0%
COc1ccc(OC)c(S(=O)(=O)N(C)CC(=O)N2CCN(c3ccccc3)CC2)c1
  A = 0.8%; B = -29%[46.1 µM]; C = -5%; D = 3%; E = 29%; F = 2%; G = -3%[38.3 µM]
O=C(NCc1cccnc1)C(=O)N/N=C/c1ccccc1[N+](=O)[O-]
  A = 3.9%; B = 10%; C = 3%; D = 3%; E = 8%; F = -3%; G = -13%
Cc1ccc(N(C(=O)CCC(=O)Nc2cc(C)on2)C(C(=O)NC2CCCC2)c2cccs2)cc1 (stereo unspecified)
  A = 0.0%; B = -19%[46.1 µM]; C = x; D = 20%; E = 3%; F = 3%; G = 25%[38.3 µM]
CN(C)S(=O)(=O)c1ccc(C(=O)NCC2(N3CCCCC3)CCCCC2)cc1
  A = -5.6%; B = -7%; C = 22%; D = 0%; E = u; F = 14%; G = 6%
CC(C)NC(=O)C(=O)NCCN1CCN(S(=O)(=O)c2ccc(Cl)cc2)CC1
  A = -1.1%; B = -5%[46.1 µM]; C = x; D = 2%; E = -2%; F = 3%; G = 19%[38.3 µM]
O=C(O)Cc1csc(-c2cccc(Oc3ccccc3)c2)n1
  A = 0.0%&2.4%; B = 25%&18%; C = -3%&2%; D = x; E = -26%&-36%[9.22 µM]; F = 4%&8%; G = x
O=C(Cn1ccc2ccccc2c1=O)NCCC(=O)N1CCN(c2cccc(C(F)(F)F)c2)CC1
  A = 1.9%; B = -4%[46.1 µM]; C = 4%; D = -1%; E = u; F = 4%; G = 1%[38.3 µM]
CCOc1cc(N2CCOCC2)c(OCC)cc1NC(=O)CSc1ncccn1
  A = -2.5%; B = 4%; C = -6%; D = 4%; E = 6%; F = -6%; G = 14%
CCn1ncc(Br)c1C(=O)Nc1ccc(Cl)cn1
  A = 0.4%; B = 2%[46.1 µM]; C = 3%; D = 4%; E = 1%; F = 6%; G = 37%[activator][38.3 µM]
Cc1cc(C)nc(/N=C(\N)N(Cc2ccccc2)Cc2ccccc2)n1
  A = -6.4%; B = -19%; C = -7%; D = 1%; E = -7%[9.22 µM]; F = 2%; G = 37%[activator]
CCOc1ccc(N(CC(=O)NCc2ccco2)S(C)(=O)=O)cc1
  A = -0.4%; B = -3%[46.1 µM]; C = 11%; D = 1%; E = -4%; F = 1%; G = -5%[38.3 µM]
Cc1cc(C)n(-c2nc(NCC(C)O)c3c4c(sc3n2)CCCC4)n1 (stereo unspecified)
  A = 11%; B = -22%[46.1 µM]; C = -4%; D = 0%; E = u; F = -18%; G = 2%[38.3 µM]
Cc1ccc(C(=O)OCC(=O)N2CC(=O)Nc3ccccc32)s1
  A = -1.6%; B = 4%[46.1 µM]; C = 5%; D = -3%; E = 19%; F = 5%; G = -7%[38.3 µM]
CSc1nnc2n(-c3ccccc3)c(=O)c3c4c(sc3n12)CCC4
  A = 0.0%; B = -4%[46.1 µM]; C = 3%; D = 3%; E = -14%; F = 9%; G = 1%[38.3 µM]
CC(C)Oc1ccc(C(=O)NC(C)(C)CO)cc1
  A = -0.7%; B = -2%[46.1 µM]; C = x; D = -3%; E = 6%; F = -2%; G = 14%[38.3 µM]
Clc1ccc(Cn2c(-c3cccnc3Cl)nc3ccccc32)cc1
  A = 0.0%; B = u; C = 2%; D = -4%; E = 9%; F = -1%; G = 7%[38.3 µM]
O=C1CCC(=O)N1OCCOc1ccc(Cl)c2ccccc12
  A = 2.4%; B = -7%; C = 7%; D = 0%; E = 14%; F = 4%; G = -22%
O=C1C2C3C=CC(C3)C2C(=O)N1c1ccc2ccccc2n1 (stereo unspecified)
  A = -1.0%; B = 8%; C = 25%[11.4 µM]; D = 4%; E = 21%; F = 1%; G = 9%
COc1ccc(C2(C)NC(=O)N(CC(=O)Nc3ccc(-c4nc5ccc(C)cc5s4)cc3)C2=O)cc1 (stereo unspecified)
  A = -1.2%; B = 5%; C = -20%[11.4 µM]; D = -3%; E = 23%; F = -12%; G = u
CC(=O)N1CCN(C(=O)CNc2cc(C(F)(F)F)ccc2OCC(F)(F)F)CC1
  A = -1.1%; B = -2%[46.1 µM]; C = -4%; D = -6%; E = 5%; F = 2%; G = -14%[38.3 µM]
COc1ccc(-n2cnc3cc(NCc4ccccn4)ccc32)cc1
  A = 0.0%; B = -16%[46.1 µM]; C = -22%; D = 1%; E = 4%; F = u; G = 19%[38.3 µM]

Fetched by structure from the list above (5):
Codes – A = Epigenetic derep; B = NPSR antagonist; C = L3MBTL1 block; D = Luc counter; E = HttQ103 aggreg; F = CBFb-RUNX1 inh; G = IMPase Li inh
Cc1cc(C)nc(/N=C(\N)N(Cc2ccccc2)Cc2ccccc2)n1
  A = -6.4%; B = -19%; C = -7%; D = 1%; E = -7%[9.22 µM]; F = 2%; G = 37%[activator]
CCn1ncc(Br)c1C(=O)Nc1ccc(Cl)cn1
  A = 0.4%; B = 2%[46.1 µM]; C = 3%; D = 4%; E = 1%; F = 6%; G = 37%[activator][38.3 µM]
Clc1ccc(Cn2c(-c3cccnc3Cl)nc3ccccc32)cc1
  A = 0.0%; B = u; C = 2%; D = -4%; E = 9%; F = -1%; G = 7%[38.3 µM]
COc1ccc(-n2cnc3cc(NCc4ccccn4)ccc32)cc1
  A = 0.0%; B = -16%[46.1 µM]; C = -22%; D = 1%; E = 4%; F = u; G = 19%[38.3 µM]
CC(=O)N1CCN(C(=O)CNc2cc(C(F)(F)F)ccc2OCC(F)(F)F)CC1
  A = -1.1%; B = -2%[46.1 µM]; C = -4%; D = -6%; E = 5%; F = 2%; G = -14%[38.3 µM]

(next part)
Codes – A = Epigenetic derep; B = NPSR antagonist; C = L3MBTL1 block; D = Luc counter; E = HttQ103 aggreg; F = CBFb-RUNX1 inh; G = IMPase Li inh
Cc1cccc(-n2ccnc2SCC(=O)Nc2nccs2)c1C
  A = 0.0%; B = -3%[46.1 µM]; C = -6%; D = -3%; E = -3%; F = -9%; G = -4%[38.3 µM]
CCOc1ccc(-c2cc(CCCC(=O)NCCc3ccccc3)no2)cc1
  A = -3.1%; B = 1%[46.1 µM]; C = x; D = -1%; E = 2%[9.22 µM]; F = 4%; G = 5%[38.3 µM]
COC(=O)c1ccc(N(C(=O)CNC(=O)c2ccco2)C(C(=O)NC2CCCC2)c2ccco2)cc1 (stereo unspecified)
  A = 2.1%; B = -9%[46.1 µM]; C = -2%; D = 4%; E = 27%; F = 4%; G = 3%
C=CC[n+]1c(-c2ccc(OC)cc2)csc1NNC(=O)Nc1ccccc1
  A = 1.2%; B = -15%[46.1 µM]; C = x; D = -3%; E = 10µM*; F = -7%; G = 36%[38.3 µM]
